Assay outcomes deposited in PubChem BioAssay by Sanford-Burnham Center for Chemical Genomics.
MIN6 prolif = MIN6 beta-cell proliferation induction; MIN6 cells proliferation, ATPlite luminescence, 48 h; cells starved in 0.2% serum; 100% = growth in 10% serum; proliferation, % at 10 µM; actives 0.29% (n = 330,000);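 active means compounds whose signal lies at least 3.5 SD above the mean of all wells on their plate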;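 further: 0% = DMSO-treated cells in low-serum medium and 100% = 10% serum control; some compounds called inactive have numbers as strong as hits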
SENP7 block = inhibitors of human SENP7 protease; AID 434973; recombinant SENP7, Z-RLRGG-aminoluciferin luminescence, 40 min; actives 1.5% (n = 330,000); inhibition, % at 5 µM; Q9BQF6;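 active means inhibition above about 50% at the single test dose, limit read from the data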;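 further: plate controls were DMSO with enzyme for no effect and no enzyme buffer wells for full effect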
Target sequence (Q9BQF6 706-1050 limits assumed): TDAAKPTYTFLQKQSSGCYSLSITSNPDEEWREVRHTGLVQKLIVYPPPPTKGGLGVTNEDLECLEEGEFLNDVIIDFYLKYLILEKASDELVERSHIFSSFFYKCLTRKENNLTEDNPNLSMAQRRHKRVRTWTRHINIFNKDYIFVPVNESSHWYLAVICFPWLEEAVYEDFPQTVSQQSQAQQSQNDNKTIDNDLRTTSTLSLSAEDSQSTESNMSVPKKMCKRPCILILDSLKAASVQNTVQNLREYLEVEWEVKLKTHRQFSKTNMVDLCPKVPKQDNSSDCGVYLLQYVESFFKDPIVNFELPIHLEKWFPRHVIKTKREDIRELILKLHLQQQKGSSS
SENP8 block-1 = SENP8 protease inhibition; Q96LD8; inhibition, % at 10 µM; purified SENP8, Z-RLRGG-aminoluciferin cleavage, luminescence; AID 2540; actives 1.2% (n = 330,000); in the data active means inhibition above about 50%
Target sequence (Q96LD8 whole entry, looked up): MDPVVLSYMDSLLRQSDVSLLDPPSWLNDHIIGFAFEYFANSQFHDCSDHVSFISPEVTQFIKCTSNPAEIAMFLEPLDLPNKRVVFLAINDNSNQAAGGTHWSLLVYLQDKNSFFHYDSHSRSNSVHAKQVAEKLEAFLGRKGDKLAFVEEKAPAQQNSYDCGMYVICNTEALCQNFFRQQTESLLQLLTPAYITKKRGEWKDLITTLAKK
SENP6 inh = SENP6 protease inhibition | Q9GZR1 | Recombinant SENP6 catalytic domain, aminoluciferin luminescence | inhibition, % at 10 µM | actives 1.8% (n = 330,000) | AID 2599;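 active means inhibition above about 50% at the single tested dose, limit read from the data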;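 further: plate controls were DMSO wells with enzyme for no effect and DMSO wells lacking enzyme for full effect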
UBC13 inh = blocks human UBC13 polyubiquitin chain formation; P61088; AID 485273; TR-FRET; inhibition, % at 20 µM; actives 0.47% (n = 330,000); in the data active means inhibition above about 45%, passing the limit was not always enough
Target sequence (P61088 whole entry, looked up): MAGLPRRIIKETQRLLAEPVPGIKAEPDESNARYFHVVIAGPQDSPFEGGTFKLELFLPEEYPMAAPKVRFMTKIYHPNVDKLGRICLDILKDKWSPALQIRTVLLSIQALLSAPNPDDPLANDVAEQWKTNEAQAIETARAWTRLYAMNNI
PfGluPho inh = PfG6PD (Plasmodium falciparum) enzyme inhibition; actives 0.78% (n = 350,000); inhibition, % at 20 µM; PfGluPho enzyme, NADPH resazurin-diaphorase fluorescence; AID 504690;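 active means inhibition reaching at least a set limit at 20 µM in the primary screen, cut at about 59% in these data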;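 further: 0% = DMSO wells with substrate and 100% = DMSO wells lacking glucose-6-phosphate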
SENP8 block-2 = inhibitors of human SENP8 protease | Q96LD8 | recombinant SENP8, Nedd8 substrate fluorescence | inhibition, % at 20 µM | actives 0.64% (n = 360,000) | AID 602440; in the data active means inhibition mostly above about 40%, no sharp cut-off; inactive means mostly below about 27%
HKDC1 inh = HKDC1 (human) hexokinase inhibition; Q2TB90; recombinant HKDC1, G6PDH/diaphorase resazurin coupled fluorescence; inhibition, % at 20 µM; actives 0.16% (n = 340,000); AID 493160;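 active means inhibition above about 35% when tested at 20 µM, limit read from the data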;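 further: plate controls were DMSO wells with enzyme for no effect and DMSO wells lacking enzyme for full effect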
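Test system: recombinant HKDC1 (HK5) hexokinase enzyme, produced in-house / Doses: 20 µM test compound, 1% DMSO / Timing: 90 min, room temperature / Detection: G6PDH/diaphorase-coupled fluorescence, 1 mM NADP, 100 µM resazurin, 525/613 nm / Control set: DMSO wells with and without enzyme mix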
SENP1 inh = SENP1 (human) catalytic domain inhibition; recombinant SENP1 catalytic domain, CyPet-SUMO1-YPet FRET cleavage; actives 0.21% (n = 360,000); inhibition, % at 10 µM; Q9P0U3;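 active means inhibition at least 30% at 10 µM, raw YFP signal under a set limit, fluorescence ratio 0.5 to 1.5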;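 further: 0% = enzyme with DMSO and 100% = no enzyme wells; some results filed as inactive read as strong as hits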
Target sequence (Q9P0U3 419-644 limits assumed): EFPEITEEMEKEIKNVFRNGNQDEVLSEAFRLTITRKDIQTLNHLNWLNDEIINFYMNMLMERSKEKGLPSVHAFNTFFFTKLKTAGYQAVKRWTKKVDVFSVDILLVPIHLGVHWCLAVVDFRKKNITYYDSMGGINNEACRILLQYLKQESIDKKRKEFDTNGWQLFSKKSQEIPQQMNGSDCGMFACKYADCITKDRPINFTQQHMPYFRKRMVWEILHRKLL
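system = hSENP1 catalytic domain, recombinant | reagent = SFCypet-SUMO1-SFYpet substrate at 25 nM | doses = one dose per compound, 10 µM, 0.5% DMSO | incubation = enzyme reaction for 50 min at room temperature, dark | measured by = FRET, CFP and YFP emission | controls = no-enzyme low, enzyme-DMSO high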
Starred values were filed as active, the others as inactive; · = not tested or not shown.

Values run as follows: MIN6 prolif, SENP7 block, SENP8 block-1, SENP6 inh, UBC13 inh, PfGluPho inh, SENP8 block-2, HKDC1 inh, SENP1 inh
(1) CC(=O)Nc1ccc2c(c1)N(S(=O)(=O)c1cccs1)CCC2
→ 6, 4, 8, -6, 1, 55, 26, -4, 3
(2) O=C1CCCN1CCCNC(=S)Nc1ccc(F)cc1
→ 3, -1, 4, -1, 7, 11, 8, -12, 0
(3) Cc1ccc(Oc2coc3cc(O)ccc3c2=O)cc1
→ -2, 5, -3, -29, 14, -6, -318, 0, -7
(4) COc1ccc(-c2nn(CC(=O)Nc3ccc(Cl)c(Cl)c3)c(=O)c3ccccc23)cc1
→ -2, 2, 5, 1, 8, 4, -12, -3, 1
(5) Cc1cccc(CCNC(=O)CN(C)S(=O)(=O)c2cnc[nH]2)c1
→ -1, 0, -7, -21, -12, -1, 26, -1, 1
(6) CCC(CC)C(=O)N1CCN(c2ccccc2)CC1
→ 1, 0, 1, 4, 18, 0, 14, -3, 1
(7) COc1ccc(-n2nc(C)c3c(=O)c4c([nH]c32)CCCC4)cc1
→ -4, 3, 7, 1, 10, -4, -35, 1, 0
(8) COc1ccc(C2CC(c3ccc(C)o3)=NN2C(C)=O)cc1 (stereo not given)
→ -3, 1, 1, 7, 16, -8, -5, -6, -1
(9) Nc1c(C(=O)N2CCCCC2)sc2nc3c(cc12)CCCC3
→ 0, -4, 5, 6, 7, 39, -94, 7, -8
(10) CCc1ccccc1N1C[C@@]23C=C[C@@H](O2)C(C(=O)OCC(C)C)[C@H]3C1=O (stereo not given in full)
→ -2, 1, -2, 10, 6, 0, 11, -4, -1
(11) COC(=O)c1cnc(Nc2ccc(Cl)cc2)c([N+](=O)[O-])c1
→ -2, 8, 5, 5, -18, -23, 27, 0, 3
(12) COc1ccc(/C(C)=N/NC(=O)CN(c2ccc(OC)cc2)S(=O)(=O)c2ccccc2)cc1
→ -4, -5, -3, -15, -6, 4, 12, -1, 1
(13) Cc1ccc(NC(=O)CSc2nnc(Cc3csc(C)n3)o2)cc1
→ -5, 1, -10, -7, -17, 11, 7, 8, -2
(14) Cc1cccc(C)c1N1C(=O)CN(Cc2ccccc2)C1=S
→ -7, 1, 6, -5, 5, -4, 17, 2, 1
(15) Cc1c(N=C/C=C/c2ccccc2)c(=O)n(-c2ccccc2)n1C
→ -2, -2, -7, 3, -7, -9, 24, 3, 1
(16) CC1CC(CC(=O)NC(=S)Nc2ccccc2Cl)C(=O)O1 (stereo not given)
→ 0, 2, 3, -6, 8, 2, 20, -2, 1
(17) Cc1ccc2c(c1)N(CC(=O)N1CCCCCC1)C(=O)C(C)O2 (stereo not given)
→ 0, -3, 13, -7, -4, 1, 12, -3, 0
(18) O=C(NN=C1CCN(Cc2ccccc2)CC1)c1cccc(S(=O)(=O)Nc2ccccc2Cl)c1
→ 1, 2, -5, -2, 7, -17, 16, -5, -6
(19) COCC1CCCN(C(=O)c2cc(COc3ccc(C(C)=O)cc3)on2)C1 (stereo not given)
→ -4, 18, 6, 0, -12, 3, -2, -3, -1
(20) Cc1cc(C)cc(NC(=O)c2sc3nc4n(c(=O)c3c2C)CCC4)c1
→ 1, -5, -5, 0, 1, 10, 10, 0, 1
(21) Cc1noc(C)c1S(=O)(=O)N(CC(=O)N1CCn2c1nc1ccccc12)c1ccc(C(C)C)cc1
→ -5, 3, -4, -6, -6, 5, 4, 0, -2
(22) CC(C)CN(C(=O)CSc1nnc(C2CC2)n1-c1ccccc1)C1CCS(=O)(=O)C1 (stereo not given)
→ -6, 5, 3, 12, 0, 1, 0, -4, -1
(23) CCOC(=O)C1CCN(S(=O)(=O)c2ccc(OC)c(C(=O)N3CCCCCC3)c2)CC1
→ 3, -9, 1, 26, 4, 4, 0, -9, 0
(24) CC(=O)Nc1ccc(S(=O)(=O)NC(C)c2ccncc2)cc1 (stereo not given)
→ 0, -5, -9, -7, -1, 8, 8, 6, 0
(25) N/C(=N\OC(=O)CCCc1ccccc1)c1cccnc1
→ 0, 6, -10, 9, 1, -3, 21, -2, -1
(26) O=C(CCc1nnc(CCCc2ccccc2)o1)NCCCC1CCCC1
→ -2, 1, 1, -13, 12, -3, -9, -2, 2
(27) CCn1c(=S)sc2c(=O)n(CC(=O)Nc3cccc(Br)c3)c(C)nc21
→ -6, -4, 0, 4, 2, -2, -2, -3, 1
(28) COc1ccc(C(=O)NNc2cc(C)nc(NNC(=O)c3ccc(OC)cc3)n2)cc1
→ -3, 6, 5, 7, 5, -11, 10, 5, 2
(29) O=C1C=C(Nc2cccc(O)c2)CC(c2ccco2)C1 (stereo not given)
→ -3, -7, 0, -1, 2, 9, -29, 3, -40
(30) COC(=O)c1cc2c(n(-c3ccccc3)c1=O)CCCC2=O
→ ·, ·, ·, ·, ·, -5, -147, -3, 0
(31) CN1CCN(C(=O)c2cccc(S(=O)(=O)N3CCCC3)c2)CC1
→ -2, -12, -6, 3, -13, -1, 7, -2, 0
(32) O=C(CSc1nnc(Cc2ccccc2)o1)Nc1ccccc1
→ 1, 15, 1, -15, 12, 9, 7, -3, 2
(33) CCCc1cc(C(=O)Nc2sc3c(c2C(=O)OCC)CCCC3)no1
→ -2, 6, -4, -10, 9, 0, -291, -4, -8
(34) CCc1sc(C(=O)Nc2ccc3c(c2)OCO3)cc1C
→ -3, 30, 13, 32, -24, 53, -19, 6, -6
(35) COc1ccc(OC)c(NC(=O)CSc2nnc(-c3ccco3)o2)c1
→ 3, 10, -10, -4, 0, 2, 7, -4, 2
(36) O=C(N/N=C1\CC(c2ccccc2)Oc2ccccc21)c1ccc(O)cc1 (stereo not given)
→ -4, -4, -5, -16, -12, 2, 4, -7, -1
(37) COc1cc(CC(=O)OCC(=O)c2c[nH]c3ccccc23)cc(OC)c1OC
→ -5, -3, -4, -10, 9, 33, -9, -2, 1
(38) O=C(CCNC(=O)Cn1ccc2ccccc2c1=O)NCc1ccccn1
→ -2, 12, -1, -13, 0, 1, -17, -2, 4
(39) Cn1c2ccccc2c2cc(C(=O)NNS(=O)(=O)c3ccc(F)cc3)sc21
→ -2, -5, -6, -11, -3, -3, -190, 8, -17
(40) CCC(C)[C@H](N)c1cn([C@@H](Cc2ccc(O)cc2)C(=O)N2CCNCC2)nn1 (stereo not given in full)
→ 1, -11, -13, -7, 6, 2, 26, -3, 1
(41) CCN(CC)CCCC(C)n1c2nc(=O)[nH]c(=O)c-2nc2cc(Cl)ccc21 (stereo not given)
→ ·, ·, ·, ·, ·, 13, 4, 10, -29
(42) Cc1nnc(NC2=NCCC2)s1
→ -2, -3, -12, -5, -10, -6, 16, 2, 0
(43) COc1cc(CN2CCCC(C(=O)c3ccc4c5c(cccc35)CC4)C2)cc(OC)c1O (stereo not given)
→ -7, 8, 4, -2, -10, 74*, -123, 34, -18
(44) COc1ccc(-n2ncc3c2CC(C)(C)CC3NC(=O)CCN2CCCCC2=O)cc1 (stereo not given)
→ 3, -14, -3, -24, -6, -17, 9, -1, 2
(45) CN(C)S(=O)(=O)c1ccc(N2CCCC2)c(C(=O)N2CCN(S(=O)(=O)c3ccc(F)cc3)CC2)c1
→ -4, -9, -5, -8, -1, -8, -13, 0, 1
(46) COCC(=O)OCC(=O)Nc1cc([N+](=O)[O-])ccc1Cl
→ ·, ·, ·, ·, ·, -10, 16, -11, 2
(47) COc1ccc([C@H]2CC(=O)C=C(c3ccc(OC)c(OC)c3)C2)cc1
→ 2, 3, -2, -12, 10, -6, -444, 6, -5
(48) COc1ccccc1-c1nc2ccccc2nc1-c1ccccc1OC
→ 0, -6, 4, 0, 8, 3, -248, -8, -2
(49) COc1cc2c(cc1OC)C(c1cccc(Br)c1)CC(=O)N2 (stereo not given)
→ -2, 11, -14, -2, 5, 22, 9, -2, 1
(50) CC(=O)c1ccc(N2CCN(c3ccccc3O)CC2)c([N+](=O)[O-])c1
→ 0, 4, 4, 3, -4, 12, 8, 3, 4
(51) CCn1cc(C(C)NC(=O)Nc2ccc3c(c2)OCO3)c(C)n1 (stereo not given)
→ -1, 6, -4, -19, 8, -7, 18, -5, 2
(52) CN1CCN(C(=O)c2ccc3c(c2)N(Cc2ccc(Cl)cc2)C(=O)c2ccccc2S3=O)CC1 (stereo not given)
→ -1, -1, -4, 5, 12, -5, 12, 7, 1
(53) O=C(COC(=O)c1ccco1)NCCc1ccc(Cl)cc1
→ -4, -2, 9, 1, -2, 2, 10, 1, 2
(54) CCOC(=O)C1(CCOC)CCN(Cc2nc(-c3cccs3)oc2C)CC1
→ -1, 0, -4, -11, 3, -7, -12, -7, -1
(55) CCC(=O)c1ccc(O)c(CC=C(C)C)c1
→ 3, -16, -4, 8, -3, 1, 10, -3, 4
(56) CC(=O)Oc1ccc(/C=C(\NC(=O)c2ccco2)C(=O)NCc2ccco2)cc1
→ -4, -2, -8, 12, -6, -22, 12, -1, 1
(57) CCOc1ccccc1C1C(C#N)=C(N)Oc2n[nH]c(CC)c21 (stereo not given)
→ 1, 1, -1, 3, -1, 7, 8, -5, 1
(58) O=C(c1ccoc1)N1CCC2(CC1)Oc1ccc(F)cc1C(=O)C21CC(c2ccc(Cl)cc2)=NO1 (stereo not given)
→ -6, 9, -27, -26, -17, -2, -1, 6, 2
(59) COc1ccc(C2=NN(C(=O)c3ccccc3)C(c3ccccc3)C2)c(O)c1 (stereo not given)
→ -4, -4, -12, -7, 12, -9, -19, 3, 1
(60) O=C(O)CC/C(=N/NC(=O)CNC(=O)Cc1ccc(Cl)cc1)c1ccccc1
→ 0, 2, 5, 0, -6, -4, 15, -8, 2
(61) CN(CCC#N)C(=O)c1cc2c(Cl)nc3ccccc3c2s1
→ 4, -1, 0, 5, 6, 2, 19, -2, -8
(62) O=C(CSc1nc2ccccc2s1)NCc1ccc2c(c1)OCO2
→ 1, -1, 1, 13, 11, 18, -3, -3, 2

Reprinted at random: three compounds from above
Values run as follows: MIN6 prolif, SENP7 block, SENP8 block-1, SENP6 inh, UBC13 inh, PfGluPho inh, SENP8 block-2, HKDC1 inh, SENP1 inh
(46) COCC(=O)OCC(=O)Nc1cc([N+](=O)[O-])ccc1Cl
→ ·, ·, ·, ·, ·, -10, 16, -11, 2
(58) O=C(c1ccoc1)N1CCC2(CC1)Oc1ccc(F)cc1C(=O)C21CC(c2ccc(Cl)cc2)=NO1 (stereo not given)
→ -6, 9, -27, -26, -17, -2, -1, 6, 2
(53) O=C(COC(=O)c1ccco1)NCCc1ccc(Cl)cc1
→ -4, -2, 9, 1, -2, 2, 10, 1, 2
